# TTR transcr act: activators of transthyretin transcription; SH-SY5Y TTR promoter Gaussia luciferase, luminescence; 100% = recombinant luciferase protein wells; activation, % at 16.7 µM; AID 1117267; 92,000 compounds, 1.3% hits;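 active means activation above the mean of all tested compounds plus 3 SD, cut at about 9.5% in these data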;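 further: cells exposed to compounds for one day before reading; 0% = median of all test compound wells on the plate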
# * hit, by the source's call.
TTR transcr act,SMILES
1.0,O=C(Nc1ccc(S(=O)(=O)NC2=NCCCCC2)cc1)c1cccc(S(=O)(=O)N2CCOCC2)c1
0.8,CCOC(=O)Cc1nc(-c2cccc(C(F)(F)F)c2)no1
-1.8,O=C(NCc1ccc(C(F)(F)F)cc1)O[C@H]1CC[C@@]23CCCN2C(=O)CCC[C@H]3C1
0.1,OC1CCC(NC(=S)Nc2ccc(SC(F)F)cc2)CC1 (stereo not drawn)
0.3,CC(C)=CCC/C(C)=C/CNC(=O)C[C@H]1C[C@H](C(=O)N2CCOCC2)[C@@]2(C)c3[nH]c4cc(CCC(=O)N(C)C)ccc4c3CCN2C1=O
6.4,CC[C@@H]1[C@H]2CCCC(=O)N3CC[C@@H](C[C@@H]1Nc1ccccc1)[C@@H]23
-7.5,CCN=c1scc(-c2ccc3c(c2)NC(=O)CO3)n1N=C1CCCC1
-1.1,COc1ccc(-n2c(=O)c3c4c(sc3n(CC(=O)Nc3cc(C)[nH]n3)c2=O)CCCC4)c(OC)c1
-0.9,CCn1c(SCC(=O)NCc2ccc3c(c2)OCO3)nnc1-c1ccncc1
1.6,CCOP(=O)(OCC)C(NC(=O)c1ccc(OC)cc1)c1ccccc1 (stereo not drawn)
-3.2,O=C(NC1CCN(Cc2ccccc2)CC1)c1ccccc1OCc1ccccc1
-3.0,CCCn1ncc(CN2CCN(CCc3ccccc3)C(CCO)C2)c1C (stereo not drawn)
-0.2,COC(=O)c1sc(NC(C)=O)c(C(=O)OC)c1C
0.9,O=C(CN1CCN(c2ccccc2)CC1)Nc1ccc(-n2cnnn2)cc1
-0.8,O=C(NCCCc1ccccc1)O[C@@H]1CC[C@@]23CCCN2C(=O)CCC[C@H]3C1
2.6,Cc1cc(C(=O)NNC(=O)c2cccs2)c(C)o1
-1.0,COc1ccc(-n2nc(C(=O)NCC(=O)NCc3ccc(F)cc3)c3ccccc3c2=O)cc1OC
-1.8,O=Cc1ccccc1Oc1nc(N2CCOCC2)nc(N2CCOCC2)n1
7.6,Nc1nc(N)nc(-c2cc(O)ccc2O)n1
1.1,[O-]C1=N/[N+](=C/c2ccccc2)CC1

# The results go on:
TTR transcr act,SMILES
-0.4,COC(=O)c1ccc(NC(=O)CNC(=O)C2CCCCC2)cc1
1.6,CCOc1ccc(NC(=O)CN(C)C(=O)CN2C(=O)C3CCCCC3C2=O)cc1OCC (stereo not drawn)
-1.6,CCC(=O)c1ccc(OCC(O)CNCc2ccc(F)cc2)cc1 (stereo not drawn)
6.6,O=C(CN1CCN(Cc2ccccc2Cl)CC1)N/N=C/c1cccs1
0.6,COCCNC(=S)N1CCN(c2nc(-c3ccc(Cl)cc3)cs2)CC1
-0.4,CCCCN(CC)CCCNC(=O)C1CCN(c2ncnc3c2sc2cccc(F)c23)CC1
2.6,CN1OC[C@@H]2CN(C(=O)Cc3ccccc3)[C@H](c3ccccc3Br)C[C@@H]21
1.2,Cc1ccc(S(=O)(=O)/N=C(/Nc2nc(C)cc(C)n2)N2CCOCC2)cc1
6.3,Cc1ccc(OCc2nnc(SCC(=O)NC3CCCCC3)n2C)cc1
0.3,CSc1nnnn1-c1ccc(C)c(Cl)c1
-2.4,O=C(c1ccco1)N1CCN(S(=O)(=O)/C=C/c2ccccc2)CC1
-1.0,NC(CSC1(c2ccccc2)c2ccccc2-c2ccccc21)C(=O)O (stereo not drawn)
2.7,COc1ccc(S(=O)(=O)N(C)C[C@@H]2OCc3cnnn3CCCC(=O)N([C@@H](C)CO)C[C@@H]2C)cc1
-0.9,COC1=NC2=NCCN2C(OC)=N1
-0.2,Cc1ccc(NC(=O)c2sccc2-n2cccc2)c(Cl)c1
1.8,O=C(CSc1ncn(-c2ccccc2)n1)N1CCc2ccccc21
-0.6,O=C(CN1CCC(NC(=O)Cc2ccccc2)CC1)Nc1ccccc1Br
-1.1,COc1ccc(N2CCN(C(=S)Nc3cccc(OC)c3)CC2)cc1
-0.6,Cc1ccc(C(=O)N/C(=C/c2cccs2)C(=O)NCCCn2ccnc2)cc1
2.4,CC(NC(=O)/C(=C/c1cccc([N+](=O)[O-])c1)NC(=O)c1ccco1)C(=O)O (stereo not drawn)

# Next section.
TTR transcr act,SMILES
1.8,Cc1cc(NC(=O)c2c(-c3c(F)cccc3Cl)noc2C)no1
-4.3,CCc1ccc(OCc2ccc(C(=O)NCc3ccccn3)o2)cc1
4.8,CC(=O)c1c(C)[nH]c(C(=O)NCCN2CCC(C)CC2)c1C
-1.6,CN(C)/C=N/c1nc(-c2ccc3c(c2)OCO3)cs1
1.0,O=C(CC(C(=O)N1CCc2ccccc21)n1ccnc1)N1CCc2ccccc2C1 (stereo not drawn)
4.7,Cc1ccnc2nc(C(=O)Nc3nc4ccccc4s3)nn12
-1.4,COc1ccccc1NC(=S)NCCc1ccc(S(N)(=O)=O)cc1
1.1,Cc1ccccc1S(=O)(=O)N(CC(O)CN1CCCCC1)c1ccccc1 (stereo not drawn)
-3.5,O=C(Cn1sc2ccccc2c1=O)Nc1ccc(Cl)cc1
1.9,CCNC(=O)c1ccccc1-c1nc(-c2ccccc2OC)no1
1.1,CN(C)CCN1CCN(C2CN(Cc3cn(Cc4ccccc4C(F)(F)F)nn3)S(=O)(=O)C2)CC1 (stereo not drawn)
5.8,CSc1cccc(NC(=O)CCNC(=O)c2ccco2)c1
0.6,CN1CCN(CC(=O)Nc2cc(N3CCOCC3)ccc2[N+](=O)[O-])CC1
0.6,Cc1cccc(NC(=O)c2cc(NC(=O)C3CC=CCC3C(=O)O)ccc2N2CCOCC2)c1 (stereo not drawn)
-4.2,Cc1nc2ncnn2c(N2CCCC(C(=O)Nc3ccc4c(c3)CCC4)C2)c1C (stereo not drawn)
1.5,C=CCNC(=O)CC1C(=O)NCCN1Cc1c(F)cccc1Cl (stereo not drawn)
-0.6,CCCCN(CC)Cc1ccc(CNC(=S)Nc2cccc(F)c2)o1
-6.4,C=CC[C@@H](CC(=O)N(CCO)Cc1ccccc1)C(=O)N[C@@H](C)COC(=O)[C@@H](CC=C)Cc1ccc(F)cc1
-0.4,COc1ccc(CN(C)Cc2nc3cc(OC)c(OC)cc3c(=O)[nH]2)c(OC)c1
-6.3,COc1ccc(C[C@H]2CN3C(=NC[C@@H]3Cc3ccc(O)cc3)N2CCNC(=O)c2ccc(C)c(Br)c2)cc1

# The list goes on:
TTR transcr act,SMILES
0.6,Nc1nc(N)c2cc([N+](=O)[O-])ccc2n1
1.4,CN(C)NC1CCS(=O)(=O)C1 (stereo not drawn)
1.1,Cc1ccc(-n2cc(C(=O)O)c(=O)cc2C)c(C)c1
-0.4,Cc1nn(CC(=O)Nc2ccc(N3CCOCC3)cc2)c(C)c1Br
-0.3,CC1(C(=O)Nc2cnc3ccccc3c2)CCN1Cc1ccc2ccccc2c1 (stereo not drawn)
1.9,COc1cc(C)c(C#N)c(OC)n1
-0.9,CCn1c(Cc2cccs2)nnc1SCC(=O)c1ccc(C)cc1
-0.7,CCN(Cc1ccccc1)C(=O)CSc1nc(C)cc(C)c1C#N
-1.4,CCCCCC(=O)Nc1ccc(S(=O)(=O)Nc2ccc(Cl)nn2)cc1
4.8,Cc1ccccc1NC1=C(C(=O)c2ccccc2)N(C)S(=O)(=O)c2ccccc21
1.7,CCCCC(=O)NCCNC(=O)c1cc(OCC(F)(F)F)ccc1OCC(F)(F)F
0.2,Cc1ccc(NC(=O)CC2NCCNC2=O)cc1Cl (stereo not drawn)
-1.4,COc1ccc(-c2ccc(CN3C(CC(C)C)C(=O)N(Cc4cn(CCC5OCCO5)nn4)CCS3(=O)=O)cc2)cc1OC (stereo not drawn)
2.7,CC(C)N1CCCCC(NC(=O)c2cccs2)C1=O (stereo not drawn)
0.3,COCCCN(C(=O)Cc1coc2cc(C)c(C)cc12)c1c(N)n(Cc2ccccc2)c(=O)[nH]c1=O
1.0,O=C(CCl)NN1C(=O)NC(c2ccccc2)(c2ccccc2)C1=O
-1.0,COc1ccc(C(=O)CN2C(=O)c3ccccc3S2(=O)=O)cc1
5.5,COc1cc(OC)cc(C(=O)NNC(=O)CCNS(=O)(=O)c2ccc(C)c(C)c2)c1
2.6,COc1cccc2cc(C(=O)N3CCc4ccccc43)c(=O)oc12
4.6,Cn1c(/C=C/N(Cc2ccccc2)c2ccccc2)c([N+](=O)[O-])c(=O)n(C)c1=O

# (cont.)
TTR transcr act,SMILES
0.2,O=S(=O)(Nc1ccc(Cl)cn1)c1cnc(Cl)c(Br)c1
0.7,CN1CCN(C(=O)c2ccc3c(=O)n4c(nc3c2)CCCCC4)CC1
-0.2,CCc1cccc(C)c1NC(=O)COC(=O)C(NS(=O)(=O)c1ccc(Cl)cc1)C(C)O (stereo not drawn)
2.1,Cc1c(Cl)cnc(NC(=O)COC(=O)C2CCCC2)c1Cl
0.2,Cc1c(Cl)cccc1NC(=O)C(=O)NNC(=O)c1ccccc1F
4.1,O=C(N/N=C/c1cc(Cl)cc(Cl)c1O)c1ccncc1
0.9,Cc1ccc2oc(=O)c(/C=C(\O)CC(C)C)nc2c1
-1.5,CC(C)(C)c1ccc(/C=C2\SC(=O)N=C2N)cc1
10.0*,Cc1ccc(-c2n[nH]c(=S)n2/N=C/c2ccncc2)cc1
2.2,CCOC(=S)NC(=O)c1sc2ccccc2c1Cl
-2.8,CCN(CC)C(=O)c1c[nH]c2ccc(S(=O)(=O)Nc3cc(C)cc(C)c3)cc2c1=O
-1.7,CC(C)C(c1nnnn1Cc1ccc(F)cc1)N1CCN(C2CCCC2)CC1 (stereo not drawn)
-0.7,Cc1c(Cl)cccc1NC(=O)Cn1c(-c2ccc(F)cc2)noc1=O
2.1,COc1cc(C2c3c(c(C)c(C)oc3=O)Oc3c(C)c(C)oc(=O)c32)ccc1OS(=O)(=O)c1ccc(C)cc1
14.5*,Cc1ccc(S(=O)(=O)N2CC(O)CC2C(=O)NCc2ccc3c(c2)OCO3)cc1 (stereo not drawn)
1.6,CN(CCc1ccccc1)C(=O)c1cccc(NC(=O)Cc2cccc(NC(=O)C3CCCN(C(=O)C4CCCCC4)C3)c2)c1 (stereo not drawn)
-5.5,CC(=O)c1ccc(NC(=S)NC(NC(=O)c2ccco2)C(Cl)(Cl)Cl)cc1 (stereo not drawn)
2.9,O=C1CCC[C@H]2C[C@H](NCc3cccc(I)c3)CC[C@]23CCCN13
0.8,Cc1ccc(C(=O)OCC(=O)NC(C)C2CC3CCC2C3)cc1N (stereo not drawn)
0.5,Cn1nc(-c2ccc(Cl)cc2)cc1NC(=O)CSCC(=O)O

# (listing goes on)
TTR transcr act,SMILES
1.8,COc1ccc(Cc2nnc(NC(=O)c3cc(OC)c(OC)c(OC)c3)s2)cc1
3.9,COCCN1C(=O)CS/C1=C(/C#N)C(=O)NCc1ccco1
-0.7,COc1ccc(NC(=O)CNCc2ccc(Cl)cc2)cc1S(=O)(=O)N1CCOCC1
0.2,O=C(NCCc1ccccc1)C1CCCN(C(=O)Nc2ccc(F)cc2)C1 (stereo not drawn)
3.9,Cn1c(=O)c(S(=O)(=O)C(C)(C)C)c(O)c2ccccc21
0.6,COc1cc2nn(-c3ccccc3N)nc2cc1OC
-2.4,CCOc1ccc(NC(=O)COc2nsnc2N2CCCCC2)cc1
-2.4,CCOc1ncccc1C(=O)OCc1ccccc1
0.1,CC[C@@]12C(=O)N(c3ccc(C)cc3)C(=O)N1[C@H](c1cccc(C)c1)[C@@H]1C(=O)N(Cc3ccccc3)C(=O)[C@@H]12
4.6,COc1cc(NC(=S)Nc2ccccn2)c(OC)cc1Cl
5.6,Cc1cc(C)cc(NC(=O)c2ccc3c(c2)CCN3S(C)(=O)=O)c1
-1.4,O=[N+]([O-])c1ccc(COc2cccc(CNc3ccc(Br)cc3)c2)cc1
-0.4,CCN1CCN(/C=N/c2nc3c(s2)CCCC3)CC1
-0.3,CCN1C(=O)C(O)(CC(=O)c2c(C)coc2C)c2ccccc21 (stereo not drawn)
-1.4,Clc1ccccc1C1=Nn2c(nnc2-c2ccco2)SC1
1.0,N#Cc1ccc(C(=O)NNC(=O)c2ccncc2)cc1
-0.8,C=CCC[C@H](Cc1ccc(F)cc1)C(=O)OC[C@@H](Cc1c[nH]c2ccccc12)NC(=O)[C@@H](CC=C)CC(=O)N[C@H](CO)Cc1ccccc1
-0.2,CSc1cccc(NC(=O)c2c(Cl)cnn2C)c1
4.4,CC12CCC(=O)N1C(C(=O)OCC(=O)Nc1sccc1C#N)CS2 (stereo not drawn)
1.9,COc1ccc(Br)c(C(=O)N2CCCC2(C)C(=O)NCC(C)C)c1 (stereo not drawn)
-0.7,O=C(NC1CCCCN(Cc2cccc(Cl)c2)C1=O)c1c(F)cccc1F (stereo not drawn)
-2.3,CCCCN1CCCCC1(C)C(=O)NCc1cccc(OC)c1 (stereo not drawn)
4.5,Cc1cc(C)cc(-n2cc(C(=O)O)c(=O)cc2C)c1

# Ordered by molecular weight (highest first): 15 of the compounds above.
TTR transcr act,SMILES
-0.8,C=CCC[C@H](Cc1ccc(F)cc1)C(=O)OC[C@@H](Cc1c[nH]c2ccccc12)NC(=O)[C@@H](CC=C)CC(=O)N[C@H](CO)Cc1ccccc1
0.1,CC[C@@]12C(=O)N(c3ccc(C)cc3)C(=O)N1[C@H](c1cccc(C)c1)[C@@H]1C(=O)N(Cc3ccccc3)C(=O)[C@@H]12
-0.7,COc1ccc(NC(=O)CNCc2ccc(Cl)cc2)cc1S(=O)(=O)N1CCOCC1
1.9,COc1ccc(Br)c(C(=O)N2CCCC2(C)C(=O)NCC(C)C)c1 (stereo not drawn)
0.2,O=C(NCCc1ccccc1)C1CCCN(C(=O)Nc2ccc(F)cc2)C1 (stereo not drawn)
4.4,CC12CCC(=O)N1C(C(=O)OCC(=O)Nc1sccc1C#N)CS2 (stereo not drawn)
-2.4,CCOc1ccc(NC(=O)COc2nsnc2N2CCCCC2)cc1
5.6,Cc1cc(C)cc(NC(=O)c2ccc3c(c2)CCN3S(C)(=O)=O)c1
4.6,COc1cc(NC(=S)Nc2ccccn2)c(OC)cc1Cl
3.9,COCCN1C(=O)CS/C1=C(/C#N)C(=O)NCc1ccco1
-2.3,CCCCN1CCCCC1(C)C(=O)NCc1cccc(OC)c1 (stereo not drawn)
-1.4,Clc1ccccc1C1=Nn2c(nnc2-c2ccco2)SC1
3.9,Cn1c(=O)c(S(=O)(=O)C(C)(C)C)c(O)c2ccccc21
1.0,N#Cc1ccc(C(=O)NNC(=O)c2ccncc2)cc1
-2.4,CCOc1ncccc1C(=O)OCc1ccccc1

# Screens (PubChem BioAssay)

# An excerpt (hit frequency here may not be typical).
